S2 tox = Viability Counterscreen for Primary qHTS for Inhibitors of ATXN expression; Potency, µM (highest dose often 56.7 µM), hits mostly cytotoxic; S2 cells (HEK-293 line with an ATXN2-luciferase reporter) viability, CellTiter-Fluor protease fluorescence, 24 h; AID 651635, 2014; 400,000 tested, 0.49% active; note: nearly all actives have a fitted effect of over 40% in size
A549 tox = Nrf2 qHTS screen for inhibitors: counterscreen for cytotoxicity; A549 ARE-Fluc cells, CellTiter-Fluor viability, 18-24 h; Potency, µM (highest dose often 46 µM), for inactives: at the highest dose activity change, negative = cytotoxicity, hits mostly inhibitors; 390,000 tested, 0.16% active; AID 504648, 2011; note: % is set by controls: 0 for no effect and ±100 for the full control effect
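Cytotoxicity counterscreen: CellTiter-Fluor fluorescence was measured in A549 ARE_Fluc cells after 18-24 h of compound exposure in a concentration series. The subsequent BugLite luminescent read reports ARE-luciferase activity.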
ATXN2 expr inh = Primary qHTS for Inhibitors of ATXN expression; 360,000 tested, 0.72% active; Potency, µM (top dose mostly 57 µM), for inactives: at the top dose activity change, negative = inhibition, most hits filed as inhibitors; HEK-293 ATXN2-luciferase reporter, luminescence, 24 h; note: % is set by controls: 0 for no effect and ±100 for the full control effect; nearly all actives have a fitted effect of over 55% in size
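qHTS (up to 57 uM final) was run with 24 h compound exposure of reporter cells at 37 °C. Each well was multiplexed: SteadyGlo luminescence measured ATXN2-luciferase expression after a fluorogenic Gly-Phe-AFC viability readout (25 uM final).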
EPAC2 antag = qHTS for Antagonist of cAMP-regulated guanine nucleotide exchange factor 2 (EPAC2): primary screen; 360,000 tested, 0.18% active; Potency, µM (titrated, usually from 114 µM), inactives show top-dose activity, negative = inhibition, hits mostly inhibitors; AID 720708, 2013; Rap guanine nucleotide exchange factor 4 (Homo sapiens), Q8WZA2; EPAC2 GEF exchange of Rap1B-BODIPY-GDP, fluorescence; note: % is set by controls: 0 for no effect and ±100 for the full control effect; nearly all actives have a fitted effect of over 45% in size; many of its hits are not listed in these tables
Target sequence (Q8WZA2 whole entry, looked up): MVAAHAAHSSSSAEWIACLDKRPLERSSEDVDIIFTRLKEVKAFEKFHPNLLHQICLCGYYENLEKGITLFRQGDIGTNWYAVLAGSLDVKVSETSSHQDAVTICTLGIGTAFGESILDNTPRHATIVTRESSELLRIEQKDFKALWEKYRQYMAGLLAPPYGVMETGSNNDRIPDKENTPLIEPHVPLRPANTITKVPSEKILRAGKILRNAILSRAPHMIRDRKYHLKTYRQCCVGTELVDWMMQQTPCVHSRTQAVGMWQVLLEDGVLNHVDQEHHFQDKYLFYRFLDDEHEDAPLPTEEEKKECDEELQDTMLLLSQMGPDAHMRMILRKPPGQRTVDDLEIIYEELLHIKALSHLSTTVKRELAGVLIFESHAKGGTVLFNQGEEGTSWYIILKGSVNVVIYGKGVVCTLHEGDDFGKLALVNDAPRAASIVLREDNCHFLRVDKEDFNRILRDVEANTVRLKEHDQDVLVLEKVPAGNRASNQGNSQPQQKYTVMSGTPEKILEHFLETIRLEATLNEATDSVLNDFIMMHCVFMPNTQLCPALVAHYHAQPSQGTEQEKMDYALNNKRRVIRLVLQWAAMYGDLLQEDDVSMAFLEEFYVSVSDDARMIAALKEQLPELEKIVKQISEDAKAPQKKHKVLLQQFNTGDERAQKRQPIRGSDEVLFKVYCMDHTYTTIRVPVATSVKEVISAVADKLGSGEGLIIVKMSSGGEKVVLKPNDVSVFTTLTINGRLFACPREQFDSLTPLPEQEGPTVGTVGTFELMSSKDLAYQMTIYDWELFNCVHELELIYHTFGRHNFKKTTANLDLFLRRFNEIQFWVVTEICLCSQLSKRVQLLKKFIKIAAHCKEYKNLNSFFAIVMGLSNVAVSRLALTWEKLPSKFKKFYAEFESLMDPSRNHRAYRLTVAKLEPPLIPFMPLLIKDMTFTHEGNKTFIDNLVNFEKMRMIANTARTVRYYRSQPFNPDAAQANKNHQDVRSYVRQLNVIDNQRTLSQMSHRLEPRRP
HepG2 tox = qHTS for Inhibitors of TGF-b: Cytotox Counterscreen. HepG2 CAGA-GFP viability, ATP luminescence, 18 h. Potency, µM (top dose mostly 46.1 µM), inactives show at the top dose activity change, negative = cytotoxicity, actives largely listed as cytotoxic. 410,000 tested, 0.76% active; note: some results filed as inactive show a strong effect at the top dose
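CellTiter-Glo luminescence gave cytotoxicity after 18 hours at 37 degrees C. The cells were HepG2 CAGA-GFP in 1% FBS DMEM, stimulated with 500 pg/mL TGF-beta after compound addition. %Activity was normalised to no-cell wells (complete cell-killing) and DMSO (no toxicity), and curves were fitted and classified.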
TGFb inhibitor = qHTS for Inhibitors of TGF-b; HepG2 CAGA-GFP TGF-b/SMAD3 reporter, GFP fluorescence, 18 h; TGF-beta stimulated, 500 pg/mL final; Potency, µM (titrated, usually from 46.1 µM), for the others: top-dose activity, negative = inhibition, hits mostly inhibitors; 410,000 tested, 1.2% active; AID 588855, 2011; note: % is set by controls: 0 for no effect and ±100 for the full control effect; nearly all actives have a fitted effect of over 65% in size
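HEPG2 CAGA-GFP cells (1000/well, DMEM with 1% FBS) were pre-incubated 2 h at 37 degrees C, given compound by pin tool, then stimulated with TGF-beta at 500 pg/mL final for 18 h before per-cell GFP fluorescence imaging.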
Nrf2 inh = Nrf2 qHTS screen for inhibitors; 360,000 tested, 2.1% active; Potency, µM (top dose mostly 46 µM), for inactives: at the highest dose activity change, negative = inhibition, hits mostly inhibitors; A549 ARE-Fluc reporter, luciferase luminescence, 18-24 h; note: % is set by controls: 0 for no effect and ±100 for the full control effect; nearly all actives have a fitted effect of over 60% in size
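Nrf2 activity is the BugLite luminescence, read 15 min after reagent at room temperature, following CellTiter-Fluor cytotoxicity readout (30 min, 37C). Compound titrations were applied for 18-24 h to 5000 A549 ARE_Fluc cells/well in 5% FBS OPTI-MEM.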
MCF10A rerep = A quantitative high throughput screen for small molecules that induce DNA re-replication in MCF 10a normal breast cells | MCF 10A DNA re-replication, Hoechst nuclear intensity, 48 h | AID 624296, 2012 | 350,000 tested, 2.9% active | Potency, µM (top dose mostly 46.1 µM), for inactives: at the highest dose activity, positive = re-replication, hits mostly activators; note: % of control where 0% means no effect; nearly all actives have a fitted effect of over 50% in size
Nrf2 ARE act = qHTS of Nrf2 Activators. AREc32 ARE-luciferase reporter (MCF7-derived line), luminescence, 24 h. Potency, µM (titrated, usually from 46.1 µM), for the others: top-dose activation, usual class: activators. 410,000 tested, 0.31% active. AID 624171, 2012; note: % of control where 0% means no effect; nearly all actives have a fitted effect of over 65% in size
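Cells of the AREc32 ARE-luciferase line are plated in OPTI-MEM containing 5% FBS and left overnight at 37 deg C. Compounds are pinned in, incubation continues 24 hr, and firefly luciferase signal is then measured.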
Starred values were filed as active, the others as inactive; i = inactive; ? = inconclusive; . = no result given; & = joins results of further samples; [ ] = dose if it differs, or a comment. Calls come from the whole dose curve; as a rule, active = well fitted curve in the direction sought with a large enough effect; inconclusive = small, poorly fitted or top-dose-only effect, or another doubt; inactive = no such curve, though single readings can be large; an effect the other way counts as inactive or inconclusive. Potency is the fitted concentration of half-maximal effect. Some of the compounds tested; the hit share may differ from the screen's.

SMILES	S2 tox	A549 tox	ATXN2 expr inh	EPAC2 antag	HepG2 tox	TGFb inhibitor	Nrf2 inh	MCF10A rerep	Nrf2 ARE act
CN(C(=O)Cn1cnc2sccc2c1=O)C1CCCCC1	i	-1%	6%	5%	24%	13%	7%	0%	-0.5%
COc1ccc(C(C)(NC(C)=O)c2nc(-c3cnc4ccccc4c3)cs2)cc1 (configuration not stated)	i	.	5%	-12%	-2%	7%	.	.	3.8%
CC(C)(C)OC(=O)n1cccc1/C=C1\c2ccccc2C(=O)N1c1ccccc1	?	-1%	-5%	14%	-8%	-17%	9%	?	12%
CC1CCCN(C(=S)Nc2ccc3nc4n(c(=O)c3c2)CCCCC4)C1 (configuration not stated)	?	0%	-10%	7%	7%	-27%	-12%	3%	0.6%
CCOC(=O)C1=C(CN2CCCCCC2)NC(=O)NC1c1cccc([N+](=O)[O-])c1 (configuration not stated)	i	-2%	-7%	-2%	-2%	4%	22%	-3%	0.3%
O=C(Nc1ccccn1)c1ccc(Cl)c(S(=O)(=O)N2CCCC2)c1	i	0%	0%	-8%	-3%	-10%	2%	-1%	8.0%
Cc1ccc(S(=O)(=O)N(C)C)cc1NC(=O)C(C)N(C)CCOc1ccc(Cl)cc1 (configuration not stated)	i	-7%	?	-12%	-7%	-16%	?	18µM*	5.3%
COc1ccc(-c2oc3ccccc3c(=O)c2OCC(=O)O)cc1	i	5%	-13%	-11%	30%	16%	-5%	3%	0.1%
CCOc1ccc(C(=O)Nc2nnc(S(=O)(=O)N3CCCCC3)s2)cc1	i	0%	.	-5%	-11%	12%	5%	0%	-1.0%
Cc1ccc(-n2c(C)c([N+](=O)[O-])c3ccc(O)c(CN(C)C)c32)cc1	i	-3%	0%	1%	-7%	0%	-22%	4%	-0.5%
COc1ccc(S(=O)(=O)NCC(c2ccco2)N2CCN(c3ccc(F)cc3)CC2)cc1C (configuration not stated)	.	1%	.	.	1%	?	.	.	4.6%
O=C(NCc1ccccc1)c1ccc2c(=O)n3c(nc2c1)CCCCC3	i	-2%	17%	-7%	-11%	7%	17%	26%	0.2%
CCC(C)[C@H](NC(=O)Nc1ccc(C(C)=O)cc1)C(=O)OC (some centres not stated)	i	0%	2%	5%	3%	14%	12%	-4%	-0.3%
CCc1ccc(-n2nc(CO)c(C(=O)NCCCCc3ccccc3)n2)cc1	.	0%	.	.	-20%	?	0%	.	-0.5%
O=C(Nc1cccc([N+](=O)[O-])c1)Nc1cccc([N+](=O)[O-])c1	i	-21%	0%	0%	-27%	-29%	-23%	23%	?

Arranged by value in TGFb inhibitor (largest number first): three from the list above.
| SMILES | EPAC2 antag | TGFb inhibitor | Nrf2 ARE act |
| --- | --- | --- | --- |
| CN(C(=O)Cn1cnc2sccc2c1=O)C1CCCCC1 | 5% | 13% | -0.5% |
| CC(C)(C)OC(=O)n1cccc1/C=C1\c2ccccc2C(=O)N1c1ccccc1 | 14% | -17% | 12% |
| O=C(Nc1cccc([N+](=O)[O-])c1)Nc1cccc([N+](=O)[O-])c1 | 0% | -29% | ? |

Only S2 tox, ATXN2 expr inh and HepG2 tox, for some of the entries so far:
Structure	S2 tox	ATXN2 expr inh	HepG2 tox
CC(C)(C)OC(=O)n1cccc1/C=C1\c2ccccc2C(=O)N1c1ccccc1	?	-5%	-8%
CN(C(=O)Cn1cnc2sccc2c1=O)C1CCCCC1	i	6%	24%

Further structures
SMILES	S2 tox	A549 tox	ATXN2 expr inh	EPAC2 antag	HepG2 tox	TGFb inhibitor	Nrf2 inh	MCF10A rerep	Nrf2 ARE act
O=C(CCCCCn1c(=S)[nH]c2cc3c(cc2c1=O)OCO3)N1CCN(Cc2ccccc2)CC1	i	.	-7%	-2%	-26%	?	-25%	21µM*	4.5%
CC(C)c1nn2c(=O)cc(COC(=O)c3ccccc3Cl)nc2s1	?	-3%	107%[activator]	.	-26%	-29%	?	.	0.4%
Cc1ccc(F)cc1NC(=O)Nc1cc(C(C)(C)C)nn1C	i	-20%	-15%	-2%	6%	-2%	-17%	1%	-0.3%
Cc1ccc2ncc([N+](=O)[O-])n2c1	i	-1%	2%	17%	0%	35%[activator]	.	-9%	0.4%
COc1ccc(/C=C2/C(=O)OCc3cc(OC)c(OC)cc32)cc1	?	-5%	?	-4%	-3%	3%	-23%	?	7.2%
Cc1ccc(C)c(OC(=O)c2cccc(S(=O)(=O)N3CCN(C)CC3)c2)c1	i	9%	-12%	-11%	1%	-8%	5%	6%	0.3%
COc1ccc(-c2cc(C(=O)Nc3ccccc3SC)no2)cc1OC	?	1%	-38%	2%	-2%	-16%	?	14%	0.0%
O=C(O)CSCC(=O)NCc1cccc(C(F)(F)F)c1	i	0%	0%	2%	-1%	0%	17%	0%	-1.0%
Cc1cccc(C(=O)Nc2cc(NC(=O)c3cccs3)ccc2C)c1	i	-12%	-7%	-7%	-22%	-1%	-9%	7%	4.2%
Fc1ccc(CN2CCN(C(c3ccccc3)c3ccccc3)CC2)cc1	i	-4%	.	1%	-15%	?	6%	11%	4.9%
O=C(Nc1ccccc1F)c1cnc(N2CCCCC2)c2ccccc12	.	10%	.	.	-13%	-4%	.	.	5.0%
CCCCCc1ccc(-c2cn(Cc3ccc(C)cc3)nn2)cc1	i	-1%	16%	4%	0%&-1%	0%&5%	18%	13%	-0.3%
CC(=O)c1ccc(N2CCN(C(=O)c3cc(-c4cccnc4)nc4ccc(Br)cc34)CC2)cc1	i	-13%	16%	0%	-21%	3%	-2%	?	3.5%
CC(C)(C)NC(=O)C1CCN(C(=O)c2ccco2)CC1	i	1%	-4%	-8%	5%	-2%	6%	-13%	0.4%
CCN(CC)S(=O)(=O)c1ccc(N/N=C/c2ccc(O)cc2O)nc1	?	-11%	2.8µM*	3%	-18%	-5%	?	?	0.4%
Cn1c(Cn2c(=O)sc3ccccc32)nnc1SCC(=O)N1CCc2ccccc21	i	-2%	2%	-13%	0%	19%	5%	-1%	0.1%
COc1ccc(N2CCN(C(=O)CN3C(=O)NC(C)(c4ccc5ccccc5c4)C3=O)CC2)cc1 (configuration not stated)	i	-10%	-23%	-6%	-7%	-30%	?	3%	4.4%
COCCN(Cc1cc2cc(C)c(C)cc2nc1Cl)C(=O)Nc1ccccc1	i	-26%	-3%	-5%	-17%	-1%	-32%	-9%	-0.2%
O=C(O)CCC1(C(=O)O)OCCc2ccccc21 (configuration not stated)	i	1%	-3%	19%	0%	3%	-3%	-2%	0.3%
O=Cc1ccc(OCc2ccc3c(c2)OCO3)cc1	?	1%	.	-3%	-27%	-3%	10%	0%	1.4%
CC1(c2ccccc2Cl)NC(=O)N(CC(=O)Nc2ccc(N3CCCCC3)cc2)C1=O (configuration not stated)	i	2%	13%	4%	-3%	2%	22%	11%	0.7%
COc1c(C)cc(S(=O)(=O)Nc2cccc(-c3ccc(N4CCOCC4)nn3)c2)c(C)c1C	?	-11%	?	.	-27%	-33%	.	.	0.0%
COc1ccc(OCCN2CCN(S(=O)(=O)c3ccccc3C#N)CC2)cc1	i	0%	-25%	6%	-1%	-10%	?	25%	2.2%
Cc1ccccc1OCC(O)CN1CCC(C)CC1 (configuration not stated)	i	7%	-24%[11.3 µM]	12%	2%	-4%	14%	2%	0.4%
Cc1nnc(-c2ccc(Oc3ccc(Cl)cc3)c([N+](=O)[O-])c2)o1	i	?	-5%	5%	-29%	-3%	12%	?	4.7%
CCOc1ccccc1NC(=O)CCn1c(-c2ccc(OC)cc2)cc(C(C)=O)c1C	.	0%	.	.	-21%	-18%	.	.	6.7%
COC(=O)c1sccc1NC(=O)Cn1cnc2c1c(=O)n(C)c(=O)n2C	i	0%	5%	14%	13%	4%	-7%	-5%	2.0%
COC(=O)c1ccc(C(=O)Nc2cc(Cl)ccc2Cl)cc1NC(=O)c1ccc(N(C)C)cc1	i	10%	?	3%	1%	17%	1%	1%	-1.1%
O=C1c2ccccc2C(Nc2ccc(S(=O)(=O)N3CCCCC3)cc2)N1c1ccccn1 (configuration not stated)	i	3%	-1%	-2%	-7%	-1%	?	1%	0.2%
CN1CCN(c2ccc(CNC(=O)C3(C)Cc4c(-c5ccc6c(c5)OCO6)ccnc4O3)cc2)CC1 (configuration not stated)	i	.	-3%	11%	-48%	18%	.	.	3.8%
CC(C)(C)OC(=O)[C@H](Cc1ccccc1)NC(=O)c1[nH]cnc1C(=O)Nc1ccccc1F	18µM*	.	?	-28%	11µM*	?	.	.	-5.8%
Cc1nc(-c2ccc(F)cc2)sc1CCNC(=O)c1ccco1	i	1%	8%	.	-54%	?	.	.	7.6%
O=C(Nc1ccc2c(c1)OCO2)N1CCCC1	?	3%	.	0%	8%	-18%	?	2%	3.9%
COCCCn1c(SC(C)C(=O)NC2CC2)nc2ccccc2c1=O (configuration not stated)	i	4%	-1%	-4%	-8%	1%	1%	1%	-0.7%
CCN(CC)S(=O)(=O)c1ccc(NC2CCCc3ccccc32)nc1 (configuration not stated)	i	-13%	-1%	-9%	-36%	-11%	15µM*	10%	0.8%
COc1ccc(C(=O)Nc2ccc(NC(=O)c3ccccn3)cn2)cc1	i	-1%	-7%	8%	4%	3%	-7%	0%	0.6%
COC(=O)C(Cc1ccccc1)NC(=O)CCCC(=O)NCc1cccc(OC)c1 (configuration not stated)	i	1%	.	20%	-1%	10%	2%	1%	-1.4%
Cc1ccc(N(C(=O)c2csnn2)C(C(=O)NC2CCCCC2)c2ccccn2)c(C)c1 (configuration not stated)	i	-5%	23%	-5%	1%	-6%	2%	-2%	-0.6%
COc1ccc(S(=O)(=O)N2CCCCCC2)cc1C(=O)N(C)Cc1ccco1	?	12%	-6%	16%	-1%	7%	12%	1%	-0.4%
CCCSc1nc2[nH]ncc2c(=O)[nH]1	i	1%	-8%	1%	1%	6%	7%	1%	-0.1%[9.22 µM]

Screening data: PubChem BioAssay, National Center for Advancing Translational Sciences (NCATS)
